Bioassay records as filed in PubChem BioAssay.
D1 potentiator = Potentiators of Human D1 Dopamine Receptor: qHTS | AID 504651, 2011 | D(1A) dopamine receptor (Homo sapiens), P21728 | potentiation, % at 10 µM | HEK293 TREx D1 cells, calcium flux, dopamine EC20 potentiation | 360,000 compounds, 0.036% hits; in the data active = potentiation above about 30%; note: 0% is about no effect
D2 antag = HTS Assay for Allosteric Antagonists of the Human D2 Dopamine Receptor: Primary Screen for Antagonists. D(2) dopamine receptor (Homo sapiens), P14416. HEK293 TREx D2 cells, calcium flux, dopamine EC80. inhibition, % at 10 µM. 340,000 compounds, 2% hits; in the data active = inhibition above about 30%; note: 0% is about no effect
Target sequence (P14416 whole entry, looked up): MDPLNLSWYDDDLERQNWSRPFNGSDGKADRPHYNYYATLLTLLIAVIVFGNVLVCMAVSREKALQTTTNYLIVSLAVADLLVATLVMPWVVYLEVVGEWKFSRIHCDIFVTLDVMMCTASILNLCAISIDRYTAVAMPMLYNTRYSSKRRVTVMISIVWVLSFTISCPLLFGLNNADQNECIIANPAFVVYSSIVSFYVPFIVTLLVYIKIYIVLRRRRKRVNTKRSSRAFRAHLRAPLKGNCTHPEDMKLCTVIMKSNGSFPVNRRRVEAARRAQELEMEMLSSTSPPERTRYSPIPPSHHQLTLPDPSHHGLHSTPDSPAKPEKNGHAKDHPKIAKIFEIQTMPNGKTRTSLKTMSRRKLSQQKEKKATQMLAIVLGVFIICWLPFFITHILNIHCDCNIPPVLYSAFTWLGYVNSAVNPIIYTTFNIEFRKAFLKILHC
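Calcium flux kinetic readout in an inducible HEK293 TREx D2 line plated overnight at 30 C. After 180 s compound exposure, an EC80 dopamine challenge follows with another 180 s kinetic read to detect antagonism.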
D1 agonist = Allosteric Agonists of the Human D1 Dopamine Receptor: qHTS; activation, % at 2 µM; HEK293 T-REx D1 cells, calcium flux, agonist mode; D(1A) dopamine receptor (Homo sapiens), P21728; 360,000 compounds, 1% hits; note: 0% is about no effect
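Agonism was scored from calcium flux recorded over 180 s (1 read/s) after pintool compound addition, following a 10-cycle baseline. Cells were inducible force-coupled HEK293 TREx D1, plated overnight at 30 C and loaded with no-wash calcium dye.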
D2 ag = HTS Assay for Allosteric Agonists of the Human D2 Dopamine Receptor: Primary Screen for Agonists. activation, % at 2 µM. 340,000 compounds, 0.53% hits. HEK293 T-REx D2 cells, calcium flux agonist mode. D(2) dopamine receptor (Homo sapiens), P14416;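 active = activation over 3 SD above normal in the single-dose calcium agonist read, cut at about 30% in these data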; note: 0% is about no effect
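Tetracycline-induced HEK293 Trex cells with D2 receptor force-coupled to calcium signaling, plated overnight at 30 C and loaded with no-wash calcium dye. Calcium flux read kinetically for 180 s after compound addition; responses flag agonists.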
D1 antagonist = Antagonist of Human D 1 Dopamine Receptor: qHTS; D(1A) dopamine receptor (Homo sapiens), P21728; HEK293 TREx D1 cells, calcium flux, dopamine EC80; hits give low values; activity change, negative = inhibition, % at 10 µM; 360,000 compounds, 3.2% hits; in the data active = activity change below about -30%; note: % is set by controls: 0 for no effect and ±100 for the full control effect
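After overnight tetracycline induction at 30 C, force-coupled D1 HEK293 cells took up a no-wash calcium dye at room temperature. Compounds were added and monitored 180 s, and the response to EC80 dopamine was then recorded.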
TRHR enhancer = qHTS for Small Molecule Agonists and Allosteric Enhancers of Human TRH Receptor: Primary Screen for Enhancers; TRHR cells, fluo-8 calcium fluorescence, EC20 TRH enhancement; enhancement, % at 2 µM; Thyrotropin-releasing hormone receptor (Homo sapiens), P34981; 360,000 compounds, 0.66% hits; in the data active = enhancement above about 30%; note: 0% is about no effect
Target sequence (P34981 whole entry, looked up): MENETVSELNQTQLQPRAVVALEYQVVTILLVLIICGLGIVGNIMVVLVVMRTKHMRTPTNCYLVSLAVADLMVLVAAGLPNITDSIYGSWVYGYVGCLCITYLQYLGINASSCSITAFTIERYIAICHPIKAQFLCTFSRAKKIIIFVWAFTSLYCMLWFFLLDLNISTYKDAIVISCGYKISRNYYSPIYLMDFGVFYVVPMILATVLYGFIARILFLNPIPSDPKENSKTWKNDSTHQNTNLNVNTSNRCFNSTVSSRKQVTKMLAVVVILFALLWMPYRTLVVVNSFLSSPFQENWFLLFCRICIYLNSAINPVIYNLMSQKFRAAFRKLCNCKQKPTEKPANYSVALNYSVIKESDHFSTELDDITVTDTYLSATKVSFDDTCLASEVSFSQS
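TRHR-expressing cells loaded with fluo-8 calcium dye were read kinetically (ex 480/em 530) during compound addition, then stimulated with an EC20 of TRH (10 nM final). Enhancement of the Gq-mediated intracellular calcium response was scored.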
RXFP1 antagonist = qHTS Assay for Antagonists of the Relaxin Receptor RXFP1; Relaxin receptor 1 (Homo sapiens), Q9HBX9; HEK293-RXFP1, relaxin-stimulated cAMP HTRF, 30 min; hits give low values; activity change, negative = inhibition, % at 57.5 µM; 350,000 compounds, 0.59% hits;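 active = activity change of -60% or lower, but not beyond a set lower limit; inconclusive = change between -60% and -40%, or beyond the set limit; inactive = change above -40%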; note: % is set by controls: 0 for no effect and ±100 for the full control effect
TRHR agonist = qHTS for Small Molecule Agonists and Allosteric Enhancers of Human TRH Receptor: Primary Screen for Agonists. Thyrotropin-releasing hormone receptor (Homo sapiens), P34981. AID 493084, 2011. TRHR cells, calcium flux fluo-8, FDSS agonist mode. 360,000 compounds, 0.18% hits. activation, % at 2 µM; note: 0% is about no effect
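In this calcium-flux screen, cells bearing human TRHR are dye-loaded with fluo-8, baselined for 10 cycles, then exposed to library compounds; positive kinetic calcium responses during the agonist phase mark hits, with TRH as control.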
D2 PAM = HTS Assay for Positive Allosteric Modulators of the Human D2 Dopamine Receptor: Primary Screen for Potentiators; D(2) dopamine receptor (Homo sapiens), P14416; HEK293 T-REx D2, calcium flux, EC20 dopamine potentiation; potentiation, % at 10 µM; 340,000 compounds, 0.34% hits;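 active = potentiation over 3 SD above the plate norm, cut at about 30% in these data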; note: 0% is about no effect
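Tetracycline-induced HEK293 T-REx cells force-coupled to calcium signalling expressed D2; compounds were pin-added after a 10 s baseline, read kinetically 180 s, then an EC20 dopamine challenge followed with a further 180 s calcium read.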
* = called active by the depositor; ? = inconclusive; nt = no result given; & = joins results of further samples. Cut-off read from the data, not from the text of the source, unless noted: active = activation above about 30%; inactive = the rest.

Fields: D1 potentiator | D2 antag | D1 agonist | D2 ag | D1 antagonist | TRHR enhancer | RXFP1 antagonist | TRHR agonist | D2 PAM
1	Cc1ccccc1-n1nc(C)c2cc(C(=O)NCc3cccnc3)sc21
 : -12 | 7 | 2 | -0.6 | -13 | 0 | -12 | -0.1 | -26
2	O=C(Nc1cccc(C(F)(F)F)c1)c1sc(Cl)nc1C(F)(F)F
 : 6 | 0 | 5 | -0.1 | -23 | 4 | -1 | 0.8 | -4
3	Cc1ccc(C)c(OCC(O)CN2CCCCC2C)c1 (stereo not drawn)
 : -11 | -11 | 7 | 0.5 | -20 | -6 | 1 | 0.2 | -8
4	Cc1ccc(C(=O)N2CCN(c3ccc(F)cc3)CC2)cc1NC(=O)c1nsc2ccccc12
 : 4 | nt | 0 | -1.1 | 1 | -7 | -12 | -0.4 | nt
5	CCOc1ccc(C(=O)C(C)OC(=O)C2CCN(c3ccc(C(F)(F)F)cn3)CC2)cc1 (stereo not drawn)
 : 2 | -19 | 14 | 0.3 | 17 | -2 | -15 | 1.2 | 1
6	CCCCCc1cc(=O)oc2c(C(CCN3CCCCC3)c3ccc4c(c3)OCO4)c(OC)cc(OC)c12 (stereo not drawn)
 : -9 | 26 | 21 | 1.1 | 1 | 2 | nt | 0.1 | -16
7	COc1cc(/C=N/NC(=O)CCC(=O)Nc2ccc(Br)cc2)ccc1O
 : -3 | 32* | 0 | -0.1 | -12 | 3 | 8 | 0.0 | -11
8	CC1CCCCC12NC(=O)N(CC(=O)Nc1ccc3[nH]c(=O)[nH]c3c1)C2=O (stereo not drawn)
 : 0 | 5 | 1 | 1.3 | 22 | -3 | -5 | 1.4 | -7
9	CCN1CCN(C(=S)NC(CC(=O)c2ccccc2)c2ccccc2)CC1 (stereo not drawn)
 : -2 | -15 | 3 | 1.3 | 8 | -6 | -9 | 0.8 | -3
10	COc1cc(OC)c(NC(=O)Cn2c(=O)c(C(F)(F)F)nc3ccccc32)cc1Cl
 : 0 | nt | 1 | 0.4 | 6 | 1 | nt | 0.4 | -4
11	CCC(=O)N1CCc2cc(Br)cc(S(=O)(=O)CCC(=O)NCc3ccc(Cl)cc3)c21
 : 0 | nt | 5 | nt | -3 | -3 | -12 | -0.1 | 3
12	COc1cccc(CNC(=O)CCCC(=O)NC(C)CCc2ccccc2)c1 (stereo not drawn)
 : -1 | 9 | -1 | 1.6 | -9 | -6 | -3 | 0.4 | 3
13	CCOC(=O)Cn1c2ccc(F)cc2c2nc(C)sc21
 : -2 | -2 | 3 | -0.8 | -9 | -5 | 5 | -0.4 | -6
14	COc1ccc(Cc2noc(CN(C)CCc3ccccc3)n2)cc1OC
 : -2 | 7 | 7 | -1.7 | -3 | -1 | -6 | -0.8 | 4
15	CCCC(c1nnnn1Cc1ccc(F)cc1)N1CCN(C)CC1 (stereo not drawn)
 : 1 | -28 | 2 | -0.2 | 2 | 3 | -37 | -0.6 | -2
16	CCC1CCCCN1C(=O)CCCOc1ccccc1 (stereo not drawn)
 : -7 | nt | 6 | nt | -27 | 13 | -6 | -0.3 | nt
17	Cn1c(=O)c(=O)n(C)c2cc(S(=O)(=O)Nc3ccc(Cl)c(C(F)(F)F)c3)ccc21
 : 3 | nt | -2 | 0.3 | 8 | 3 | 19 | -0.7 | -1
18	c1ccc(SCc2nc3ccccc3s2)nc1
 : -5 | -8 | 2 | -0.4 | 6 | -6 | -1 | -1.0 | -14
19	CCc1cc(-c2n[nH]c(=S)n2N)n(C)n1
 : -10 | -1 | 3 | -0.4 | -25 | -6 | -15 | 1.7 | -14
20	O=Cc1c[nH]c2ccc(OCc3ccccc3)cc12
 : -3 | -5 | 4 | 0.1 | -9 | 0 | 5 | -0.3 | -1
21	CN(Cc1ccccc1F)C(=O)c1ccc(Oc2ccccc2)cc1
 : -9 | 16 | 3 | 0.6 | -31* | -7 | ? | 0.0 | 16
22	Cc1cc(OCCCn2cnc3ccccc3c2=O)ccc1[N+](=O)[O-]
 : -7 | 3 | 15 | 1.3 | -22 | 6 | -5 | -0.2 | -6
23	CC(=O)Nc1ccccc1C(=O)C(=O)Nc1ccc(F)cc1
 : 5 | -5 | -1 | -0.5 | -4 | 0 | -12 | -0.2 | 1
24	CCCSc1nc(C)nc2c1c(=O)n(C)c(=O)n2C
 : 0 | -16 | -1 | -1.2 | -13 | 3 | nt | -0.3 | -11
25	CC(C)CCNC(=O)CCCOc1cc(=O)n(C)c2ccccc12
 : -1 | 8 | 1 | -0.5 | 28 | 3 | 4 | -0.8 | -2
26	CCCN(CCC)C(=O)Cn1c(=O)n(Cc2ccc(C(=O)NCCc3ccc(OC)c(OC)c3)cc2)c(=O)c2ccccc21
 : -3 | nt | 1 | 1.1 | 5 | 0 | nt | -1.3 | 26
27	COc1ccc2nc(-n3c(O)c(C4=c5ccccc5=NC4=O)[nH]c3=S)sc2c1
 : 9 | 6 | 3 | 0.5 | 8 | 7 | ? | -0.3 | 10
28	CCOc1ccccc1NC(=O)C(CC(C)C)NS(=O)(=O)c1ccc2c(c1)oc(=O)n2C (stereo not drawn)
 : 2 | nt | -1 | 1.4 | 19 | -1 | nt | 0.2 | -1
29	CC(=O)Nc1ccc2c(c1)nc1n2CCN(C(C)c2ccccc2)C1 (stereo not drawn)
 : 1 | -3 | 4 | 1.6 | 0 | -4 | 7 | 0.4 | -5
30	Cc1nn(-c2ccccc2)c(Cl)c1C(=O)NC1CCCCC1
 : 3 | -15 | 0 | -0.5 | 3 | 4 | -27 | -1.1 | -7
31	CC(=O)N1CCC2(CC1)C(C#N)=C(N)Oc1n[nH]c(C(F)(F)F)c12
 : 1 | 16 | 2 | 0.9 | 6 | -4 | -4 | 0.8 | 5
32	CC(C)(C)C1CCc2onc(C(=O)Nc3cnn(Cc4ccc(F)cc4)c3)c2C1 (stereo not drawn)
 : 0 | 13 | 4 | 1.5 | 1 | 15 | 0 | 0.5 | 1
33	O=C(O)CN1C(=O)/C(=C2\SC(=S)N(C(Cc3ccccc3)C(=O)O)C2=O)c2ccccc21 (stereo not drawn)
 : -3 | 10 | 2 | 0.0 | -16 | 2 | -17 | -0.5 | 2
34	O=S(=O)(NC1CCCCCCC1)c1ccccc1F
 : -8 | -4 | 4 | 6.2 | 8 | -4 | 5 | 0.0 | nt
35	O=C(COc1ccccc1Cl)Nc1nnc(S(=O)(=O)N2CCCCCC2)s1
 : -2&-2 | 9 | 16&1 | 0.3&0.1 | -3&3 | -2&3 | -18 | -1.4&-0.2 | -3
36	CN1CCN(c2nc(-c3cccs3)nc3ccccc23)CC1
 : -7 | 32* | 11 | -0.3 | -26 | -3 | -11 | 0.7 | -20
37	O=C(c1ccco1)N1C2C=CC(C2)C1(C(F)(F)F)C(F)(F)F (stereo not drawn)
 : 1 | 7 | 0 | 0.5 | 8 | -2 | nt | 0.7 | 12
38	COc1ccc(CN(C(=O)c2ccc(OCC(C)C)cc2)C2CCS(=O)(=O)C2)cc1 (stereo not drawn)
 : 0 | nt | 0 | 0.1 | 13 | 10 | -38 | -0.3 | -14
39	CC1(c2ccccc2Cl)NC(=O)N(CC(=O)c2ccc3c(c2)OCO3)C1=O (stereo not drawn)
 : -1 | -23 | 2 | 0.2 | 7 | -1 | 17 | 0.2 | -9
40	O=C(O)CCNC(=O)CCCn1nnc2ccccc2c1=O
 : -1 | 5 | 1 | -2.3 | -43* | -1 | 11 | -0.4 | 0
41	COc1ccc2c(CSc3nc4nc(C)cc(C)n4n3)cc(=O)oc2c1
 : -3 | nt | 1 | nt | 4 | 12 | -1 | -0.3 | nt
42	NC(=O)COC(=O)c1cc(S(=O)(=O)N2CCOCC2)ccc1N1CCCCC1
 : 0 | -3 | 2 | 0.3 | -2 | 2 | -8 | 0.6 | 20
43	CC(C)(C)NC(=O)CC(c1ccccc1)c1ccccc1O (stereo not drawn)
 : -1 | 4 | 0 | 0.8 | 9 | -4 | -7 | -0.9 | 5
44	CC(NC(=O)C1c2ccccc2Oc2ccccc21)C1CCCO1 (stereo not drawn)
 : 1 | 13 | -1 | -0.8 | 3 | 0 | 4 | 0.7 | -11
45	CCCN(CCC)C1CC(=O)N(Cc2ccccc2)C1=O (stereo not drawn)
 : 8 | 0 | 1 | 0.0 | -6 | 6 | -19 | 0.0 | 2
46	CCCCn1c(N)c(N(CCOC)C(=O)c2ccc3c(c2)C(=O)N(c2cc(C)ccc2C)C3=O)c(=O)[nH]c1=O
 : -4 | 2 | 3 | 0.5 | 8 | -7 | -4 | 0.2 | -12
47	CC1CCCCC12NC(=O)N(CC(=O)OCC(=O)c1ccc(OC(F)F)cc1OC(F)F)C2=O (stereo not drawn)
 : 2 | 14 | 2 | -0.2 | -1 | -4 | -25 | -1.0 | 0
48	O=C(O)C1CC=CCC1C(=O)N1CCCC1 (stereo not drawn)
 : -1 | 6 | 2 | -1.1 | 1 | 0 | -3 | 0.0 | -3
49	Cc1cc(NC(=O)CSc2ccc3nnc(-c4ccccn4)n3n2)no1
 : -11 | 5 | 3 | -0.4 | -32* | 1 | nt | 3.6 | -8
50	CCOC(=O)c1ccc(NC(=O)c2c(N3CCCC3=O)c3cc(OC)ccc3n2C)cc1
 : -1 | nt | 1 | 0.2 | -1 | -1 | nt | 0.5 | -4
51	COCCN1CC(C(=O)N2CCC(Oc3ccccc3OC)CC2)CCC1=O (stereo not drawn)
 : 3 | -3 | 3 | 0.8 | 4 | -4 | -7 | 0.7 | -2
